Mito fusion yeast – inhibitors of mitochondrial division or activators of mitochondrial fusion | AID 485298 | S. cerevisiae fusion-defective mutant growth rescue, CellTiterGlo 48 h | 320,000 compounds, 0.23% hits | Potency, µM (highest dose often 46.1 µM), without a hit: at the top dose growth rescue (activation), usual class: activators;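 further: potency means the concentration at half of the fitted maximal effect; % of control where 0% means no effect; nearly all actives have a fitted effect of over 45% in size; temperature-sensitive fusion mutants such as fzo1-1 at 37 °C on non-fermentable ethanol glycerol medium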
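Read-out: ATP-based luminescence (CellTiterGlo, 10 min ambient) reporting growth of fusion-defective ts yeast after 48 hours at 37C on glycerol/ethanol YPEG medium in the presence of compound.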
TRPV1 agonist – agonists of human vanilloid receptor 1 (TRPV1); AID 540275; activation, % at 8.33 µM; Q8NER1; TRPV1-expressing cells, Fluo-8 calcium influx, agonist mode; 320,000 compounds, 0.19% hits; in the data active means activation above about 80%; inconclusive means between about 30% and that limit; further: 0% is about no effect
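TRPV1-expressing cells were cultured overnight at 35.5C and loaded with Fluo-8 calcium dye for 40 to 90 min at room temperature. After a 10 s baseline, compound was added and calcium influx was read kinetically for 3 min (ex 480/em 520 nm).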
ELG1 DNA repair – blocks ELG1-dependent DNA repair in HEK293T cells. HEK293T ELG1-luciferase reporter, luminescence, 16 h; DNA damage induced by 5-fluorouridine. Potency, µM (titrated, usually from 46.1 µM), without a hit: at the highest dose activity change, negative = inhibition, actives largely listed as inhibitors. 330,000 compounds, 2.3% hits; further: potency means the concentration at half of the fitted maximal effect; on the % scale 0 is the no-effect control and ±100 the full control effect; nearly all actives have a fitted effect of over 55% in size
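5-Fluorouridine DNA damage + compound/DMSO, 2,000 cells/well, 16 h, 37 °C/5% CO2. ONE-Glo, 30 min RT, luminescence. Readout = decrease in reporter signal.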
TSHR antagonist – blocks TSH signaling through the human TSH receptor; TSHR-expressing cells, TSH-stimulated cAMP HTRF, 2 h; active compounds read low; activity change, negative = inhibition, % at 11.5 µM; P16473; 330,000 compounds, 0.2% hits; AID 504810;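 active means activity change below a set negative limit, meaning inhibition stronger than a set level, cut at about -70% in these data; inconclusive means activity change between two set negative limits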; further: on the % scale 0 is the no-effect control and ±100 the full control effect
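TSHR-expressing cells, 200/well, pre-treated with compound, then stimulated with EC80 TSH (4nM final) for 2 hours at 37 deg C. cAMP measured by competitive HTRF: anti-cAMP cryptate antibody in lysis buffer plus cAMP-d2, read after 30 minutes at room temperature.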
Eya2 phos inh – blocks the phosphatase activity of human Eya2. O00167. recombinant Eya2, OMFP fluorescence dephosphorylation (OMFP is methylfluorescein phosphate). Potency, µM (titrated, usually from 76.9 µM), without a hit: at the highest dose activity, negative = inhibition, usual class: inhibitors. 330,000 compounds, 0.006% hits. AID 488837; further: potency means the concentration at half of the fitted maximal effect; on the % scale 0 is the no-effect control and ±100 the full control effect
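Eya2 (0.2 uM) preincubated 10 min at ambient with compound, then OMFP substrate added at 50 uM; 10 min reaction in 50 mM HEPES pH 7.5, 50 mM NaCl, 5 uM MgCl2, 0.05% BSA, 1 mM DTT. Fluorescence read at Ex 485/Em 525 nm.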
KCNH2 3.1 inh – KCNH2 3.1 (human) potassium channel inhibition; activity change, % (tested at about 1.8 µM); U2OS KCNH2 3.1, thallium flux FluxOr; active compounds read low; AID 720553; 340,000 compounds, 0.95% hits;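 active means maximum activity change below -70%; inconclusive means maximum activity change from -70% to -50%; inactive means maximum activity change above -50%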;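 further: thallium influx rate constant from kinetic fluorescence after stimulation buffer; on the % scale 0 is the no-effect control and ±100 the full control effect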
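Channel expression came from 3.1 mutant virus (1.77 x 10^8 /mL) applied to suspended U2OS cells for 4 h. Flux was tracked with FluxOr dye plus Red40 quencher, and kinetic rate constants normalized to controls.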
USP2a inh – USP2a (human) protease inhibition. O75604. USP2 core, Ub-CHOP2 coupled fluorogenic reporter, 485/531. Potency, µM (series often up to 38.3 µM), without a hit: at the highest dose activity change, negative = inhibition, most hits filed as inhibitors. 330,000 compounds, 0.01% hits;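 further: potency means the concentration at half of the fitted maximal effect; plate controls were DMSO wells for no effect and full inhibition by NEM control for full effect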
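Deubiquitinase activity read as fluorescence (485/531 nm) after Ub-CHOP2 cleavage activates the enterokinase reporter on its substrate; USP2 core 10nM, Ub-CHOP2 and substrate 25nM each, 30min compound preincubation then 60min RT; data normalized to NEM, curves fitted.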
A-T KAP1 phos – candidate therapy for ataxia-telangiectasia; […] A-T fibroblasts, KAP-1 phosphorylation AlphaLISA; neocarzinostatin DNA damage 30 min before lysis; Potency, µM (doses to about 57.5 µM), without a hit: at the highest dose activation, usual class: activators; 320,000 compounds, 0.19% hits; AID 485349; further: potency means the concentration at half of the fitted maximal effect; % of control where 0% means no effect; nearly all actives have a fitted effect of over 45% in size
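hTERT-immortalized A-T patient fibroblasts ([…]), 500 cells/well in OPTI-MEM, 1% FBS, got compounds for 60 min, then NCS for 30 min at 37C. Lysates were then assayed for phospho-KAP-1 by AlphaLISA (anti-pKAP1 donor, anti-KAP1 acceptor beads), 6 hr at 25C.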
hERG WT inh – blocks the wildtype human KCNH2 potassium channel. Q12809. U2OS, BacMam KCNH2, thallium flux FluxOr; active compounds read low. activity change, % at 1.84 µM. 340,000 compounds, 0.37% hits;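 active means maximum activity change below -70%; inconclusive means maximum activity change between -70% and -50%; inactive means maximum activity change above -50%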; further: on the % scale 0 is the no-effect control and ±100 the full control effect
Target sequence (Q12809 whole entry, looked up): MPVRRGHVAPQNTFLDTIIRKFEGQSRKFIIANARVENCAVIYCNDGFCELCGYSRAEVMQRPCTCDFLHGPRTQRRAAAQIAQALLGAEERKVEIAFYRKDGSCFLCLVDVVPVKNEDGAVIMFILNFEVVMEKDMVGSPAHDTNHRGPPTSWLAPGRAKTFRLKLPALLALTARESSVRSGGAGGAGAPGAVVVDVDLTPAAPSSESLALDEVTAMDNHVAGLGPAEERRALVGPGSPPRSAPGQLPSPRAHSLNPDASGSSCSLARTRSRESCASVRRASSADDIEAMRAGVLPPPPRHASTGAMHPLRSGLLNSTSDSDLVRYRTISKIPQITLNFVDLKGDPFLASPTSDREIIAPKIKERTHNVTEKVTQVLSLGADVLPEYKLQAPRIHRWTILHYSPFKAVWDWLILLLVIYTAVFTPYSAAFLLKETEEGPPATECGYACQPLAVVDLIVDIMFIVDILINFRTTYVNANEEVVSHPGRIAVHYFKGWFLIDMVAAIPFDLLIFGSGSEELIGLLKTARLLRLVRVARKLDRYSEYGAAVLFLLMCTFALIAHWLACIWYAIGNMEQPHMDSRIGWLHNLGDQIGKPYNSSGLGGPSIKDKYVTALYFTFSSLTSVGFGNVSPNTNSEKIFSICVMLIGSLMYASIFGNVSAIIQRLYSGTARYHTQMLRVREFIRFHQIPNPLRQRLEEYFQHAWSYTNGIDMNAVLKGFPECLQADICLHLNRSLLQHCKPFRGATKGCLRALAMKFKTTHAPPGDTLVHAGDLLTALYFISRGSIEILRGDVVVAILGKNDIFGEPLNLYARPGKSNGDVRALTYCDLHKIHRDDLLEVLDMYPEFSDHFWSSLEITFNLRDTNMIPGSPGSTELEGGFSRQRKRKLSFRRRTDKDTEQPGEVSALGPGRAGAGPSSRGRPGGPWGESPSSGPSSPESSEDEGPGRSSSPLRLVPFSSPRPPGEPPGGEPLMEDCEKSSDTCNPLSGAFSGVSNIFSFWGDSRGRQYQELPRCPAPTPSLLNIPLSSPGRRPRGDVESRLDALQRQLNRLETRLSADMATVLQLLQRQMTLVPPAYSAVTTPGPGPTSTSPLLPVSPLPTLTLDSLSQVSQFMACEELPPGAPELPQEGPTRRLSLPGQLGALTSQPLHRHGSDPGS
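U2OS cells were transduced with wild-type KCNH2 virus (2.03 x 10^8 / mL) for 4 h at room temperature, then cultured overnight at 37 C. Thallium flux was read with FluxOr dye. Rate constants were normalized to DMSO controls.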
TCR activator – activators of T cell receptors | primary human leukocytes, anti-CD3, IL-2 HTRF, 48 h | Potency, µM (highest dose often 9.22 µM), for inactives: at the highest dose activation of IL-2 secretion, hits mostly activators | 330,000 tested, under 10 active | AID 504894; further: % of control where 0% means no effect
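Primary human leukocytes receive a-CD3 beads and test compound and are incubated 48 hr. Secreted IL-2 is then assayed by HTRF, measuring 665nm acceptor emission after 320nm excitation of the europium donor.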
Starred values were filed as active, the others as inactive; ? = inconclusive; . = no result given; [ ] = dose if it differs, or a comment. Unless noted, the call rests on the fitted dose curve; in most records, active means well fitted curve in the direction sought with a large enough effect; inconclusive means small, poorly fitted or top-dose-only effect, or another doubt; inactive means no such curve, though single readings can be large; an effect the other way counts as inactive or inconclusive. An excerpt (hit frequency here may not be typical).

SMILES	Mito fusion yeast	TRPV1 agonist	ELG1 DNA repair	TSHR antagonist	Eya2 phos inh	KCNH2 3.1 inh	USP2a inh	A-T KAP1 phos	hERG WT inh	TCR activator
CC(C)(C)n1ncc2c(=O)n(Cc3cc(F)c(Cl)cc3Cl)cnc21	.	.	15%	0	-7%	.	4%	7%	.	-2%
CCc1cccc(CC)c1NC(=S)N1CCn2cccc2C1c1ccncc1 (stereo not drawn)	-1%	-3	10%	1	11%	1	10%	-2%	3	-2%
Cc1ccc(C)c(-n2c(Cc3cc(=O)[nH]c(=O)[nH]3)nnc2SCC(=O)NCC2CCCO2)c1 (stereo not drawn)	-1%	1	?	20	-23%	-7	1%	-1%	-4	-4%
O=C(NC1CCCCCC1)c1ccco1	-1%	1	16%	10	2%	2	3%	-14%	-18	-3%
CCOC(=O)c1sc(NC(=O)CSc2nc3ccccc3s2)c(C(=O)OCC)c1C	1%	1	?	10	-7%	.	-3%	0%	.	-2%[46.1 µM]
O=C(O)c1ccccc1-c1ccccc1C(=O)Nc1cccc(-c2nc3ccccc3o2)c1	7%	-3	0%	-19	-9%	-11	0%	0%	4	2%
COc1ccc(NC(=O)c2ccc3ccccc3n2)cc1S(=O)(=O)Nc1ccccc1Cl	-18%	0	-23%	-50	-2%	-14	-8%	18%	-12	6%[46.1 µM]
CN(C)c1ccc2c(c1)OC(N)=C(C#N)C2c1cccc(F)c1 (stereo not drawn)	?	?	-9%	26	47%	-11	?	9%	3	-5%
N#Cc1nc(Cc2cccc3ccccc23)oc1NCCN1CCCCC1	-5%	22	-11%	2	14%	-1	-5%	-3%	-28	1%
Cc1occc1-c1nnc(SCC(=O)NC2CC2)n1C(C)C	-4%	-3	2%	0	-1%	-15	1%	-7%	4	3%
c1ccc(Oc2cccc(CN3CCOCC3)c2)cc1	5%	2	?	1	-10%	-14	-1%	3%	-2	.
CCOC(=O)N1CCN(C(=O)CNC(=O)c2nn(-c3ccc(OC)cc3OC)c(=O)c3ccccc23)CC1	-4%	-2	?	-8	2%	-1	0%	-2%	-5	7%
COc1ccc(/C=N/n2c(N)c(S(=O)(=O)c3cccs3)c3nc4ccccc4nc32)cc1OC	0%	-1	2.6µM*	3	17%	7	0%	6%	2	-5%
CC1CCC(NC(=O)C2CCC(CNS(=O)(=O)c3ccccc3)CC2)CC1 (stereo not drawn)	-15%	-1	-5%	-7	-11%	-2	1%	9%	-11	-1%
N#C/C(=C/c1cn(-c2ccccc2)nc1-c1cccc(OCc2ccccc2)c1)C(=O)NCCCn1ccnc1	0%	?	13µM*	-14	-6%	-47	-7%	-7%	11	1%[46.1 µM]
O=C(/C=C/c1ccc(Cl)cc1Cl)N1CCN(c2ccc([N+](=O)[O-])c(N3CCOCC3)c2)CC1	4%	-9	0%	-4	2%	-18	0%	-5%	-1	5%[46.1 µM]
COC(=O)C1=C(C)NC(C)=C(C(=O)OC)C1/C=C/c1ccccc1	10%	6	?	54	-34%	-21	-5%	5%	5	.
COc1ccccc1-n1cc(CN2CCN(CC(C)C)C(CCO)C2)cn1 (stereo not drawn)	-6%	1	6%	1	3%	-2	1%	2%	4	14%
CN1CCN(CCCNC(=O)c2ccc(/C=C3\Oc4ccccc4N(Cc4ccc(Cl)cc4)C3=O)cc2)CC1	-83%[inhibitor]	0	?	22	-23%	-19	-22%	3%	6	1%
CC(=O)Nc1ccc(NC(=O)CCn2c(=S)oc3ccccc32)cc1	8%	0	?	-3	5%	7	3%	2%	-12	2%
O=C(Nc1cccc([N+](=O)[O-])c1)C1C2/C=C\CCCCC21 (stereo not drawn)	0%	?	-7%	-5	0%	-1	11%	4%	-1	-3%
CCC(=O)Nc1cc2nn(-c3ccc(OC)cc3)nc2cc1C	4%	2	?	26	-12%	6	3%	-1%	-2	1%
COC(=O)CCNC(=O)Cc1c(C)n(C(=O)c2ccc(Cl)cc2)c2ccc(OC)cc12	-1%	4	1%	3	-2%	0	-1%	1%	-1	4%
CC(C)CC(=O)NCC(C)NC(=O)CC(C)C (stereo not drawn)	-7%	0	0%	37	18%	21	0%	2%	7	-4%

Molecules shown so far containing a thiophene ring, fused or not:
SMILES	Mito fusion yeast	TRPV1 agonist	ELG1 DNA repair	TSHR antagonist	Eya2 phos inh	KCNH2 3.1 inh	USP2a inh	A-T KAP1 phos	hERG WT inh	TCR activator
CCOC(=O)c1sc(NC(=O)CSc2nc3ccccc3s2)c(C(=O)OCC)c1C	1%	1	?	10	-7%	.	-3%	0%	.	-2%[46.1 µM]
COc1ccc(/C=N/n2c(N)c(S(=O)(=O)c3cccs3)c3nc4ccccc4nc32)cc1OC	0%	-1	2.6µM*	3	17%	7	0%	6%	2	-5%

Other structures follow:
SMILES	Mito fusion yeast	TRPV1 agonist	ELG1 DNA repair	TSHR antagonist	Eya2 phos inh	KCNH2 3.1 inh	USP2a inh	A-T KAP1 phos	hERG WT inh	TCR activator
CC(NS(=O)(=O)c1ccccc1)C(N)=O (stereo not drawn)	3%	-3	9%	13	8%	1	2%	3%	-5	0%
CCC(C)NC(=O)Cn1nc(C(F)(F)F)c2c1CCCC2 (stereo not drawn)	1%	0	5%	2	1%	6	0%	.	-7	-3%[46.1 µM]
COC(OC)C1Nc2ccccc2C(=O)N1c1ccc(F)cc1 (stereo not drawn)	-2%	-1	17%	-11	13%	8	0%	7%	-2	-2%
O=C(NCCN=C1NS(=O)(=O)c2ccccc21)c1ccc(S(=O)(=O)N2CCOCC2)cc1	-5%	0	9%	.	-9%	14	-1%	-3%	-7	9%
O=S(=O)(c1ccc(NC(=S)NC2CCCC2)cc1)N1CCCC1	-6%	27	4%	10	-10%	6	0%	-3%	-26	-1%
Cc1c(C(=O)N2CCN(c3ncccn3)CC2)oc2c(Cl)cccc12	23%	22	-27%	-15	17%	11	4%	18%	1	7%
CCC1CCCCN1CC(=O)c1c(C)[nH]c2cc(C)ccc12 (stereo not drawn)	0%	-1	-12%	5	3%	-7	-1%	-1%	3	0%
CCOC(=O)c1nccnc1C(=O)Nc1ccc(C(F)(F)F)cc1	-7%	10	12%	-4	0%	-19	-1%	1%	-14	4%
CCOc1cc(/C=N/NC(=O)CN2CCCCC2)ccc1OCc1ccc(Cl)cc1	6%	2	10%	-1	5%	?	2%	-10%	29	-4%[46.1 µM]
CCOc1ccc(-c2nnc(-c3ccccc3)o2)cc1	0%	?	?	-2	-18%	0	3%	-3%	3	-2%[46.1 µM]
COc1cccc(NC(=O)C(C#N)Cc2ccncc2)c1 (stereo not drawn)	0%	0	-10%	-1	1%	-4	-2%	-4%	-5	-3%
C#CCOCCOCCOCCNc1nc(N2CCN(C(=O)CCCCCCCCCCNC(=O)Cn3cc(C[C@@H](C)O)nn3)CC2)nc(N2CCN(C(=O)CCCCCCCCCCNC(=O)[C@@H]([C@H](C)CC)n3cc(CCCCCN)nn3)CC2)n1	-3%	-1	?	2	-5%	-23	?	15%	-2	8%

Arranged by count of non-hydrogen atoms (smallest number first): some entries from above.
SMILES	Mito fusion yeast	TRPV1 agonist	ELG1 DNA repair	TSHR antagonist	Eya2 phos inh	KCNH2 3.1 inh	USP2a inh	A-T KAP1 phos	hERG WT inh	TCR activator
COC(OC)C1Nc2ccccc2C(=O)N1c1ccc(F)cc1 (stereo not drawn)	-2%	-1	17%	-11	13%	8	0%	7%	-2	-2%
CCOC(=O)c1nccnc1C(=O)Nc1ccc(C(F)(F)F)cc1	-7%	10	12%	-4	0%	-19	-1%	1%	-14	4%
O=C(NCCN=C1NS(=O)(=O)c2ccccc21)c1ccc(S(=O)(=O)N2CCOCC2)cc1	-5%	0	9%	.	-9%	14	-1%	-3%	-7	9%

Carrying on:
SMILES	Mito fusion yeast	TRPV1 agonist	ELG1 DNA repair	TSHR antagonist	Eya2 phos inh	KCNH2 3.1 inh	USP2a inh	A-T KAP1 phos	hERG WT inh	TCR activator
COC(=O)c1ccccc1NC(=O)Cn1c(-c2nonc2N)nc2ccccc21	0%	1	18%	3	8%	8	0%	0%	-23	-4%
COCCN1CCN(C(=O)c2cc(COc3ccc(F)c(F)c3)on2)CC1	1%	17	?	13	-7%	2	3%	-2%	6	-6%
O=C(N/N=C\c1ccc([N+](=O)[O-])s1)c1cncc(Br)c1	1%	8	?	-6	-2%	11	1%	0%	0	3%[46.1 µM]
COc1ccc(O)c(/C=N/N=C2/C(=O)Nc3ccccc32)c1	-1%	2	?	-7	4%	5	1%	-9%	1	10%

Ordered by the number under Eya2 phos inh (high to low): some entries from above
mol | Eya2 phos inh
COC(OC)C1Nc2ccccc2C(=O)N1c1ccc(F)cc1 (stereo not drawn) | 13%
CCC1CCCCN1CC(=O)c1c(C)[nH]c2cc(C)ccc12 (stereo not drawn) | 3%
O=C(NC1CCCCCC1)c1ccco1 | 2%

High-throughput results: PubChem BioAssay, National Center for Advancing Translational Sciences (NCATS)
